Compound activity deposited in PubChem BioAssay by National Center for Advancing Translational Sciences (NCATS).
TDP1 cell CPT – growth inhibition of DT40 Tdp1-/-;hTDP1 cells with camptothecin (screen for TDP1 inhibitors) | chicken DT40 Tdp1-/-;hTDP1 cells + 20 nM CPT, ATP luminescence, 48 h | Potency, µM (series often up to 46.2 µM), for the others: at the highest dose activity change, negative = growth inhibition, usual class: inhibitors | 420,000 tested, 12% active | AID 686979; note: nearly all actives have a fitted effect of over 55% in size
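Cell growth measured by CellTiter-Glo luminescence after a minimum 48 h, 37 C compound exposure with 20 nM CPT in Tdp1-knockout DT40 cells stably expressing hTDP1, seeded 400/well; qHTS titration format.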
DT40 TDP1 no CPT – qHTS for Inhibitors of human tyrosyl-DNA phosphodiesterase 1 (TDP1): qHTS in cells in absence of CPT | Potency, µM (highest dose often 46.2 µM), for the others: top-dose activity change, negative = growth inhibition, hits mostly inhibitors | AID 686978, 2013 | DT40 Tdp1-/- hTDP1 cells, no CPT, ATP luminescence, 48 h | 420,000 tested, 15% active; note: nearly all actives have a fitted effect of over 55% in size
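Compound effects on proliferation are scored in DT40 Tdp1-/-;hTDP1 cells in the absence of CPT. ATP levels (CellTiter-Glo luminescence) are recorded after a ≥48 hr, 37 °C incubation.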
TDP1 inh – TDP1 (human) enzyme inhibition. 350,000 tested, 0.28% active. AID 485290. Q9NUW8. recombinant TDP1, AlphaScreen DNA substrate cleavage. Potency, µM (highest dose often 130 µM), for inactives: at the highest dose activity change, negative = inhibition, usual class: inhibitors; note: nearly all actives have a fitted effect of over 40% in size
Target sequence (Q9NUW8 whole entry, looked up): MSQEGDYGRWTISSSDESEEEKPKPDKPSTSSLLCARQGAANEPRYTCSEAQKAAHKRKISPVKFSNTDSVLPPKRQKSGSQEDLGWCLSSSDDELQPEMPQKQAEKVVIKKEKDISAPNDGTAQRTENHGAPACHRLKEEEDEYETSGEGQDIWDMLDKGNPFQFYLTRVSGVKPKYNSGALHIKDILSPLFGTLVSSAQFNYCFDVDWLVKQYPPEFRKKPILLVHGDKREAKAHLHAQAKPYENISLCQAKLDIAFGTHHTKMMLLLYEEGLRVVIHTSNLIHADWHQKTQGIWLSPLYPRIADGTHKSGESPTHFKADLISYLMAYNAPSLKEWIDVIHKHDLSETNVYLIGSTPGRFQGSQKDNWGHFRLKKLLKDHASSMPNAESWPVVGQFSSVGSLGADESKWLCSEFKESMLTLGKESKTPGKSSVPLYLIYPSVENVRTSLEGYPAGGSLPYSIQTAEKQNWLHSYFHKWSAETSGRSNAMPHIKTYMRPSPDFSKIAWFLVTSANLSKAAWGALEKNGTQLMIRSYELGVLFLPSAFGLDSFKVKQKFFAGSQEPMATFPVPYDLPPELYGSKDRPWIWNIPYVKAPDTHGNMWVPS
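Compounds were preincubated with Tdp1 (1 nM final) for 15 min at room temperature before substrate (15 nM final) started a 5 min reaction; beads (10 ug/ml final) were then added for 10 min before AlphaScreen detection.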
* hit, by the source's call; ? = inconclusive; / = not tested or not shown; & = joins results of further samples; [ ] = dose if it differs, or a comment. Calls come from the whole dose curve; as a rule, active = well fitted curve in the direction sought with a large enough effect; inconclusive = small, poorly fitted or top-dose-only effect, or another doubt; inactive = no such curve, though single readings can be large; an effect the other way counts as inactive or inconclusive. % is set by controls: 0 for no effect and ±100 for the full control effect; potency is the fitted concentration of half-maximal effect.

compound	TDP1 cell CPT	DT40 TDP1 no CPT	TDP1 inh
O=C1NC(=O)C2(CCCc3c([N+](=O)[O-])cccc32)N1 (centres undefined)	23%	-4%	/
OCCNCC(O)Cn1c2ccccc2c2ccccc21 (centres undefined)	-13%	6%	-8%
COc1ccc(OC)c(/C=N/n2c(COc3ccccc3)n[nH]c2=S)c1	-1%	12%	/
CC1Cc2ccccc2N1C(=O)CSc1ncccc1C(=O)O (centres undefined)	7%	-3%	5%
CNC(=S)NNC(=O)c1sc2cc(C(F)(F)F)cnc2c1-c1ccccn1	6%	?	5%
CC(C)CN1CCC(C(=O)NCC2CCCO2)CC1 (centres undefined)	-75%	-1%	/
O=C(CCn1c(=S)[nH]c2ccccc2c1=O)Nc1ccc(F)cc1	?	?	-2%
CCN(c1ccccc1)S(=O)(=O)c1cccc(C(=O)OCc2nc3sc(C)c(C)c3c(=O)[nH]2)c1	-14%	12%	-5%

Later entries.
compound	TDP1 cell CPT	DT40 TDP1 no CPT	TDP1 inh
Cc1ccc2nsnc2c1NC(=O)c1ccc([N+](=O)[O-])o1	?	23µM*	8%
CCOC(=O)C1=C(C)Nc2ccccc2N=C1NC(=O)Cc1ccc(Cl)c(Cl)c1	1%	-4%	-3%
CCOc1ccc(C2=CC(=O)C[C@H](c3ccc(OC)cc3)C2)cc1	-25%	-20%	0%
CCCCn1c(SCC(=O)N(C)C2CCS(=O)(=O)C2)nc2cc(S(N)(=O)=O)ccc21 (centres undefined)	10%	-8%	/
COc1ccccc1CCn1c(=O)c(-c2cccs2)nc2cncnc21	6%	-1%	/
CC1CCCCC1NC(=O)C1CCN(C(=O)NC2CCCCC2)CC1 (centres undefined)	-11%	-12%	3%
C=CCn1c(SCC(=O)Nc2ccccc2)nnc1-c1cccc(S(=O)(=O)N2CCOCC2)c1	-15%	?	3%
CCN1C(=O)/C(=C2\C=Cc3cc(C)ccc3N2CC)OC1=S	?	?	9%

(listing goes on)
compound	TDP1 cell CPT	DT40 TDP1 no CPT	TDP1 inh
CN(C)CCNC(=O)Cn1ccc2cc(S(=O)(=O)N3CCCCCC3)ccc21	-13%&-23%	?	6%&6%
COc1ccc(S(=O)(=O)N(C)C[C@H]2Oc3ccc(NC(=O)CCC(F)(F)F)cc3C(=O)N([C@H](C)CO)C[C@@H]2C)cc1	0%	-18%	1%
CC(C)(C)c1ccc(-c2nc(C=O)c3ccccn23)cc1	?	?	3%
COc1ccc(-n2c(=O)c3c4c(sc3n(Cc3ccc(C)cc3C)c2=O)CCC4)c(OC)c1	18µM*	?	6%
O=C(NCc1ccccn1)C(=O)NCC(c1ccco1)N1CCOCC1 (centres undefined)	-9%	4%	7%
Cc1cc(Cl)ccc1NS(=O)(=O)c1cc2[nH]c(=O)c(=O)[nH]c2cc1C	9%	-4%	-2%
CCn1cc(C(=O)NCc2cccc(F)c2)c(=O)c2cc(F)c(N3CCN(C(=O)c4ccco4)CC3)cc21	5.8µM*	8.2µM*	10%
N/N=C(\c1ccccc1)c1cc(Br)ccc1N	-1%	2%	/

Next section.
compound	TDP1 cell CPT	DT40 TDP1 no CPT	TDP1 inh
CC(=O)c1cccc(-n2c(CCC(=O)O)ccc2-c2ccc(C)cc2)c1	7%	-5%	/
COCCCNC(=O)Cn1c(=O)n(Cc2ccc(F)cc2)c(=O)c2sccc21	12%	0%	/
CC(=O)Nc1c(O)nc(SCc2ccc(Cl)cc2)[nH]c1=O	-14%	0%	0%
COc1ccc(C(=O)Nc2ccc(N3CCCC3)cc2)cc1Br	?	?	-3%
CC(C)CN(CCNC(=O)CCN1N=C(c2ccccc2)CCC1=O)CC(C)C	-25%	-20%	3%
O=C(NN=Cc1ccc([N+](=O)[O-])cc1)c1ccncc1	-24%	-15%	/
Cc1ccc(S(=O)(=O)n2[nH]c(=O)cc2N)cc1	-5%	-19%	6%
CC(C)(CCl)C(=O)Nc1ccc(Sc2ccc(F)cc2)cc1	5.8µM*	7.3µM*	5%

Next part.
compound	TDP1 cell CPT	DT40 TDP1 no CPT	TDP1 inh
Cc1cccc(OCCCC(=O)Nc2ccc3c(c2)OCO3)c1	-6%	-6%	4%
CC(O)(CS(=O)(=O)Cc1ccc(Cl)cc1)C(=O)Nc1cccc(C(F)(F)F)c1 (centres undefined)	-29%	?	0%
Cc1ccc(NC(=O)c2cnc(SCC(=O)NCC3CCCO3)n(C)c2=O)cc1 (centres undefined)	12µM*	15µM*	/
CCn1cc[n+](C)c1P(c1ccccc1)c1ccccc1	0.65µM*	0.013µM*	5%
Cn1c(=O)c2sccc2n2c(CCCC(=O)N3CCN(c4ccccn4)CC3)nnc12	0%	-7%	6%
CC(C)(C)OC(=O)[C@H](Cc1ccccc1)NC(=O)c1nc[nH]c1C(=O)N1CCN(C(=O)OC(C)(C)C)CC1	?	-26%	/
Brc1ccc([C@H]2CN3CCSC3=N2)cc1	-14%	-10%	10%[56.1 µM]
Fc1ccc(CNCCCSc2nnnn2-c2ccccc2)cc1	?	-23%	1%

Remaining list, next part
compound	TDP1 cell CPT	DT40 TDP1 no CPT	TDP1 inh
CC(C)=NOc1nc(N(C)C)nc(N2CCOCC2)n1	?	?	1%
O=C(Nc1ccccc1)Oc1cccc(Br)c1	1%	-23%	/
COc1ccccc1CC(Cc1nc2ccccc2[nH]1)c1nc2ccccc2[nH]1 (centres undefined)	?	30µM*	14%[56.1 µM]
O=C1CC(c2ccccc2)CC(O)=C1C=NCCCO (centres undefined)	2%	-17%	6%
O=C(NCCOCCO)C(=O)Nc1c2c(nn1-c1ccc(F)cc1)CSC2	7%	1%	8%
NC(=O)C1CNc2ccccc2O1 (centres undefined)	12%	2%	-1%
Nc1ccnn1-c1ccccc1	-22%	-13%	/
COc1ccccc1N1C(=NC(=O)CCC2CCCC2)SC2CS(=O)(=O)CC21 (centres undefined)	0%	22%	1%

The list goes on.
Under each structure – TDP1 cell CPT	DT40 TDP1 no CPT	TDP1 inh
> CCOC(=O)c1c(NC(=O)COC(=O)c2ccccn2)sc2c1CCC2
→ 4%	9%	3%
> COc1ccc(-n2ncc(C(=O)NCCc3ccsc3)c2C2CCN(C(=O)OC(C)(C)C)CC2)cc1
→ 23µM*	?	5%
> COc1cccc(N/N=C(\C#N)S(=O)(=O)C(C)(C)C)c1
→ -18%	-28%	5%
> CCN(C(=O)CSc1cc(C)c2ccccc2n1)C1CCS(=O)(=O)C1 (centres undefined)
→ 3%	-13%	2%
> CCN1C(=O)CSc2ccc(C(=O)NCc3ccccc3)cc21
→ -26%	3%	5%
> C[C@@H]1CN([C@@H](C)CO)S(=O)(=O)c2ccc(Br)cc2O[C@@H]1CN(C)Cc1cccnc1
→ -4%	-12%	/
> CCOC(=O)c1sc(NC(=O)c2ccco2)c(C#N)c1C
→ -9%	-25%	0%
> CC(C)(C)c1ccc(C(=O)NN=C2CCCC2)cc1
→ 5%	6%	/
> COc1ccc(N2CCN(C(=O)CCCNC(=O)Cn3cnc4sc(C)c(C)c4c3=O)CC2)cc1
→ 2%	-29%	0%
> COc1cccc2c1C1(O)C2CCCCCCCCCC12OCCCO2 (centres undefined)
→ ?	?	/

Other entries
Under each structure – TDP1 cell CPT	DT40 TDP1 no CPT	TDP1 inh
> Cn1ncc([N+](=O)[O-])c1C(=O)NC1CCCCC1
→ -6%	-12%	1%
> COc1ccccc1-c1nc2c(c(SCC(=O)Nc3ccc(C)c(C)c3)n1)Cc1c(CO)cnc(C)c1O2
→ 16µM*	9.2µM*	10%
> O=C(CCc1ccccc1O)NC1CCCc2ccccc21 (centres undefined)
→ -1%	?	/
> CC(=O)c1cccc(S(=O)(=O)N2CCN(c3nc(-c4cccs4)nc4ccccc34)CC2)c1
→ ?	?	/
> Cc1nc(SCC(=O)Nc2ccccc2C(F)(F)F)c2c(=O)n(C)c(=O)n(C)c2n1
→ -22%	-20%	/
> CCS(=O)(=O)N1Cc2ccccc2CC1C(=O)N(C)CC(=O)Nc1ccc(OC)cc1 (centres undefined)
→ 1%	-20%	0%
> Cc1ccc(NC(=O)c2cc3c([nH]c2=O)CC(C)(C)CC3=O)c(C)c1
→ -18%	-1%	2%
> NC(=O)C1CCN(C(=O)c2cc(S(=O)(=O)N3CCOCC3)c(Cl)cc2Cl)CC1
→ -11%	-23%	-1%
> CCN(CC)C(=O)Cn1cc(S(=O)(=O)CC(=O)NCCc2ccc(OC)c(OC)c2)c2ccccc21
→ 10%	-5%	-1%
> COc1cc(CO)ccc1Oc1nc2ccccc2n2cnnc12
→ -2%	?	/

Next compounds follow.
Under each structure – TDP1 cell CPT	DT40 TDP1 no CPT	TDP1 inh
> CC(C)Oc1ccc(Cn2c(-c3ccco3)n[nH]c2=S)cc1
→ -23%	-20%	-1%
> CCC(CC)C(=O)N1c2ccccc2C(C)(c2ccccc2)CC1(C)C (centres undefined)
→ 18µM*	23µM*	-1%[2.28 µM]
> COc1ccc(NC(=S)N2CCN(C/C=C/c3ccccc3)CC2)cc1OC
→ ?	?	6%
> COc1cc(OC)c(OC)cc1/C=C/C(=O)c1ccc(NS(=O)(=O)c2ccc(C)cc2)cc1
→ ?	?	4%
> CCC(CC)c1nc(C#N)c(NCc2ccccc2)o1
→ 23µM*	21µM*	-5%
> CN1C[C@@H]2[C@@H]3C(=O)N(C)C(=O)[C@@H]3[C@](C)(C1=O)N2C(=O)c1ccc(C(C)(C)C)cc1
→ -11%	-15%	/
> Cc1ccccc1NS(=O)(=O)c1ccc(C(=O)N(C)CC(=O)Nc2ccccc2Br)cc1
→ ?	-17%	2%
> CCCNC(=S)N1CCC(C(=O)c2ccc3c(c2)OCCO3)CC1
→ ?	?	5%
> CN(C)CCNC(=O)c1cccc(-c2cnc3c(NC=O)cc(-c4ccc(F)cc4)cn23)c1
→ 4.6µM*	5.2µM*	/
> CSc1ccccc1C(=O)Nc1nc2ccccc2[nH]1
→ 2%	0%	1%

(further entries)
Under each structure – TDP1 cell CPT	DT40 TDP1 no CPT	TDP1 inh
> O=C(NCCCN1CCOCC1)c1ccc(CNS(=O)(=O)c2ccc(Br)cc2)cc1
→ 5%	2%	3%
> CCOC(=O)N1CCN(C(=O)CCN2C(=O)COc3ccc(C)cc32)CC1
→ -14%	-1%	0%
> CCOC(=O)c1ccc(NC2=CC(c3ccc(O)c(OCC)c3)N(c3ccc(C(=O)OCC)cc3)C2=O)cc1 (centres undefined)
→ 13µM*	13µM*	5%
> N#Cc1c(Nc2ccccc2)[n+]([O-])c2ccc(Cl)cc2[n+]1[O-]
→ 6.5µM*	?	/
> O=C(O)c1cc([N+](=O)[O-])ccc1NCc1ccccc1Cl
→ ?	-27%	3%
> CCC(C)[C@H](NC(=O)OC(C)(C)C)C(=O)NCC1CCC(C(=O)N[C@@H](Cc2ccccc2)C(=O)O)CC1 (some centres undefined)
→ 10%	20%	/
> Cc1ccc2occ(CC(=O)N(Cc3ccc(Cl)cc3)Cc3ccco3)c2c1
→ ?	23µM*	1%
> Cc1cc(CNC(=S)Nc2ccc(Br)cc2Cl)nn1C
→ ?	?	-5%
> Cc1c(C(=O)N2CCc3ccccc3C2)oc2ccc(S(=O)(=O)N3CCCCCC3)cc12
→ 23µM*	18µM*	3%
> C/C(=N\NC(=O)c1cc2ccccc2cc1O)c1ccc2c(c1)OCO2
→ 2%	-29%	10%

Later entries:
Under each structure – TDP1 cell CPT	DT40 TDP1 no CPT	TDP1 inh
> O=C(c1ccc(Br)cc1)N1CCC(C(=O)N2CCN(Cc3ccccc3)CC2)CC1
→ ?	?	5%
> CC(NC(=O)COc1ccccc1)C(c1cccs1)N1CCCC1 (centres undefined)
→ 14%	10%	-3%
> CCOc1ccccc1NC(=S)Nn1cnnc1
→ ?	?	7%
> CCN(CC)S(=O)(=O)c1ccc(Cl)c(C(=O)Nc2cccnc2)c1
→ -18%	-10%	5%
> C=CCOC(=O)C1C(=O)CC(C)(O)C(C(=O)OCC=C)C1c1ccc(OCC)cc1 (centres undefined)
→ 2%	-28%	1%
> O=C(COc1ccc2ccc(=O)oc2c1)OCc1ccccc1
→ -5%	-1%	8%
> CCCCc1nc2sc3c(=O)n(N)cnc3c2c2c1CCCC2
→ -25%	?	-2%
> CSc1nnc(CCNS(=O)(=O)c2ccc(Br)cc2)n1C
→ 4%	4%	8%
> c1ccc(CNCc2ccco2)cc1
→ 9%	4%	4%

Shown as labelled records: entries from further up.
CCOc1ccccc1NC(=S)Nn1cnnc1
- TDP1 cell CPT: ?
- DT40 TDP1 no CPT: ?
- TDP1 inh: 7%
O=C(COc1ccc2ccc(=O)oc2c1)OCc1ccccc1
- TDP1 cell CPT: -5%
- DT40 TDP1 no CPT: -1%
- TDP1 inh: 8%
CC(NC(=O)COc1ccccc1)C(c1cccs1)N1CCCC1 (centres undefined)
- TDP1 cell CPT: 14%
- DT40 TDP1 no CPT: 10%
- TDP1 inh: -3%
c1ccc(CNCc2ccco2)cc1
- TDP1 cell CPT: 9%
- DT40 TDP1 no CPT: 4%
- TDP1 inh: 4%
